Compound activity: PubChem, several laboratories
TbMetRS inhib: Trypanosoma brucei MetRS inhibition; purified T. brucei MetRS, ATP depletion, Kinase-Glo luminescence; inhibition, % at 11.9 µM; actives 0.4% (n = 360,000); AID 624268;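 active = inhibition above a per-plate cutoff of the control wells' mean inhibition plus 3 SD, cut at about 5.5% in these data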;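 note: 0% = DMSO wells median and 100% = median of wells with control inhibitor compound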
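Material – parasite MetRS enzyme · Medium – HEPES-MgCl2-KCl buffer plus DTT, spermine, BSA, pyrophosphatase · Reagent – ATP, methionine and E. coli bulk tRNA substrates · Times – 15 min enzyme-compound preincubation, 2 h reaction, 10 min detection, 25 °C · Measured by – luminescence of leftover ATP · Evaluation – percent inhibition relative to median high and low control wells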
SUMO1-SIM PPI: alters human SUMO1 binding to SIM partners; inhibition, % at 20 µM; SUMO1 binding to a labelled peptide, TR-FRET, 1 h; actives 0.33% (n = 360,000); in the data active = inhibition above about 37%
Target sequence (P63165 whole entry, looked up): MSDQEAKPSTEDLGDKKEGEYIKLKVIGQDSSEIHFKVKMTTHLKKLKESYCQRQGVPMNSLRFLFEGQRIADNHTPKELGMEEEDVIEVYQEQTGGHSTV
CSN deneddyl inh: CSN deneddylation inhibition; Q92905; Purified CSN, SCF-Nedd8-OG deneddylation, fluorescence polarization; inhibition, % at 12.5 µM; actives 0.38% (n = 360,000); AID 651999;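 active = pattern-corrected inhibition above about 35%, with an unprinted fluorescence ratio check between 0.5 and 1.5, limit read from the data, passing the limit was not always enough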;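 note: 0% = enzyme with substrate and 100% = substrate without enzyme; some results filed as inactive read as strong as hits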
Target sequence (Q92905 whole entry, looked up, one chain of several): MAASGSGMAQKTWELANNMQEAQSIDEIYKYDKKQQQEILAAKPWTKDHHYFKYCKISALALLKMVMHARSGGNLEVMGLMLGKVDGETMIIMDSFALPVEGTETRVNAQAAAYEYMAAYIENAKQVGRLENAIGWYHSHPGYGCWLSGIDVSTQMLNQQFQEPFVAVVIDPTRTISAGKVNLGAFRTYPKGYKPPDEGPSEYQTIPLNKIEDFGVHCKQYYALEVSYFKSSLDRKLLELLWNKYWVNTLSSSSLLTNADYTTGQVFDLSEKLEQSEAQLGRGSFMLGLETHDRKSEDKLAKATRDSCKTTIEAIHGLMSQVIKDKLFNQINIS
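Assay system: purified human Csn5 enzyme expressed in HEK293T cells; measure: % inhibition; also added: SCFSkp2-Nedd8OG substrate at 10 nM final; technique: fluorescence polarization; times: reaction 90 min, room temperature; medium: Tris buffer pH 7.5, NaCl, DTT, Tween-20, trehalose, ovalbumin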
NadD block: inhibitors of Staphylococcus aureus NadD | inhibition, % at 20 µM | purified NadD enzyme, colorimetric absorbance read-out | actives 0.78% (n = 360,000); in the data active = inhibition above about 26%; note: some compounds past the cut are filed as inactive
DNMT1 inh: blocks human DNA methyltransferase DNMT1. DNMT1 molecular beacon, Hinp1I cleavage, fluorescence. P26358. AID 588458. actives 0.83% (n = 360,000). inhibition (reported as % activation of signal), % at 10 µM; in the data active = inhibition above about 50%
STEP inh: inhibitors of human striatal-enriched phosphatase STEP; P54829; actives 0.25% (n = 360,000); recombinant STEP, OMFP fluorogenic substrate, fluorescence; inhibition, % at 20 µM;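 active = inhibition at 20 µM, scaled per plate between control wells, above about 37%, limit read from the data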;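 note: 0% = DMSO with enzyme and substrate and 100% = substrate only without enzyme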
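Assay system: isolated STEP enzyme. Buffer or medium: pH 6.0 Bis-Tris with DTT and Tween 20. Also added: fluorogenic phosphatase substrate OMFP at 25 µM final. Dosing: 20 µM, 1% DMSO. Timing: 20 min reaction, room temperature, in the dark. Measured by: fluorescence intensity, excitation 480 nm, emission 540 nm. Evaluation: normalized % inhibition.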
MsrA inhibitor: inhibitors of bovine MsrA; AID 651718; purified bovine MsrA, absorbance read-out; actives 0.75% (n = 360,000); inhibition, % at 15.5 µM; in the data active = inhibition above about 4.5%;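 note: 0% = vehicle wells with enzyme and 100% = reference inhibitor wells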
LMPTP inh: LMPTP (human) inhibition; inhibition, % at 20 µM; actives 0.22% (n = 360,000); recombinant LMPTP-A, OMFP fluorogenic substrate, fluorescence intensity; P24666;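 active = compounds that cut the enzyme signal by at least half of the control window in the single-dose screen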;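 note: plate controls were DMSO wells with enzyme plus substrate for no effect and substrate without enzyme for full effect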
Target sequence (P24666 whole entry, looked up): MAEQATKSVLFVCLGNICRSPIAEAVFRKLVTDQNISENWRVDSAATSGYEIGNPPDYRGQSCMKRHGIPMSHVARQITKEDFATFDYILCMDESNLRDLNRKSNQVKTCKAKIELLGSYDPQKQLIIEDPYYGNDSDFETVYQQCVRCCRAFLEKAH
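test system = LMPTP-A | amount = 0.625 nM LMPTP-A final | reagent = fluorogenic phosphatase substrate OMFP at 400 µM final | incubation = 50 min at room temperature | benchmarks = no-enzyme low control, uninhibited high control | medium = Bis-Tris pH 6.0, DTT, detergent | signal = fluorescence intensity of OMFP turnover product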
Rpn11 block: blocks the human proteasome subunit Rpn11. O00487. human 26S proteasome, Ub4-pepOG fluorescence polarization; 20S core pre-blocked with epoxomicin. calls only at 20 µM. actives 0.59% (n = 360,000);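 active = inhibition at 20 µM, scaled to each plate's controls, above about 33%, limit read from the data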
Target sequence (O00487 whole entry, looked up): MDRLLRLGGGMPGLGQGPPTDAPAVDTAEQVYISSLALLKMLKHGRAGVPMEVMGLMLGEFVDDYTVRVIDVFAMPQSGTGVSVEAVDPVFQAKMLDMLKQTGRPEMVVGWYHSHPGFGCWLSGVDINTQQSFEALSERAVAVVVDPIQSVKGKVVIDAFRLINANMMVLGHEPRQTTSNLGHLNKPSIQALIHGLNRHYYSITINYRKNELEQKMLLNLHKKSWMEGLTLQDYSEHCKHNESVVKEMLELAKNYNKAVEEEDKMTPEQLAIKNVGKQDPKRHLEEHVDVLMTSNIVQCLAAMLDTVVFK
Scp-1 inhibitor: inhibitors of human Scp-1 phosphatase; Q9GZU7; Recombinant Scp1, phosphopeptide, malachite green phosphate absorbance; inhibition, % at 20 µM; actives 0.88% (n = 340,000); AID 493091;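 active = inhibition above about 50% at 20 µM, limit read from the data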;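 note: plate controls were DMSO wells with enzyme for no effect and wells lacking enzyme for full effect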
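System: truncated SCP-1 phosphatase (76-261aa); medium: Tris acetate buffer pH 5.5 with MgCl2 and Tween-20; incubation: 45 min room-temperature reaction, 5 min colour, 30 min stabiliser; compound: single 20 µM dose, 1% DMSO; reagent: Phosphorylated 17-residue peptide substrate; read-out: % inhibition at 20 µM; technique: colorimetric free-phosphate detection, absorbance 630 nm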
Numbers without * were called inactive; i = inactive; x = no result given; + = active, no number.

SMILES	TbMetRS inhib	SUMO1-SIM PPI	CSN deneddyl inh	NadD block	DNMT1 inh	STEP inh	MsrA inhibitor	LMPTP inh	Rpn11 block	Scp-1 inhibitor
COc1cc(NC(=O)CN2CCN(C(=O)C3CCCO3)CC2)c(OC)cc1Cl (configuration not stated)	-0.4	10	2	-4	0	-2	-0.9	-1.5	i	2
CN1CCN(C(=O)c2ccc3c(c2)N(C)C(=O)/C(=C/c2cccc(Cl)c2)S3)CC1	0.4	-20	0	-9	-3	3	2.1	-5.4	i	-9
c1cc2c(cc1Oc1nc(N3CCOCC3)nc(N3CCOCC3)n1)OCO2	-0.5	-1	-3	-2	2	0	-0.4	0.2	i	-11
COC(=O)c1sc(C(C)(C)C)cc1CS(=O)(=O)c1ccccn1	-1.4	7	3	-1	-1	0	0.8	0.7	i	-11
Cc1ccc(CNC(=O)COC(=O)c2ccc(Cl)c(N)c2)cc1	4.5	-2	2	0	-1	0	-1.1	-0.9	i	-8
CC(=O)N(C)c1ccc(NCc2cc(=O)oc3cc(C)c(O)cc23)cc1	-0.2	-14	-1	-8	2	1	0.5	-2.4	i	-8
COc1cccc(C2CC(C(F)(F)F)n3nc(C(=O)Nc4c(C)n(C)n(-c5ccccc5)c4=O)cc3N2)c1 (configuration not stated)	-1.5	-2	3	3	2	-3	0.9	-0.7	i	-7
Cc1ccnc(SCc2cc(=O)c(OC(=O)c3ccccc3)co2)n1	-0.6	-2	3	-6	3	0	0.7	-1.5	i	-16
COc1ccc(C(=O)NC2CC2)cc1OC1CCN(Cc2ccc(Cl)cc2)CC1	-0.7	-1	6	-7	3	2	x	-1.6	i	5
O=C(CSc1nnc(-c2cccnc2)o1)Nc1ccc(Br)cc1	0.5	0	-1	2	3	-4	1.2	-0.3	i	12
COc1ccc(NC(=O)CN2C(=O)c3ccccc3Sc3ccc(C(=O)N4CCOCC4)cc32)c(OC)c1	0.1	5	-1	1	-6	3	1.0	1.0	i	-1
CC(Sc1ncnc2sccc12)C(=O)Nc1ccc(S(N)(=O)=O)cc1 (configuration not stated)	-0.1	4	3	-5	-4	-1	-0.3	-2.7	i	-4
CCCC(=O)OCC(=O)Nc1cc(Cl)ccc1[N+](=O)[O-]	-0.8	-32	0	-3	0	0	0.2	0.1	i	-12
CC(C)n1cc(CNC(=O)C2CCC(=O)N(Cc3ccccc3F)C2)cn1 (configuration not stated)	-0.2	-1	-2	-3	0	-2	-0.2	-1.8	i	-8
NC(=O)C1CCN(c2ncc(C(F)(F)F)cc2Cl)CC1	-0.3	1	-2	-6	-5	0	-0.1	-0.9	i	-3
COc1ccc(CN(CC(=O)NCc2ccccc2)C(=O)CCC(=O)Nc2cc(C)ccn2)cc1	-0.4	5	7	-2	2	-4	-0.3	-0.2	i	-3
CN(C)C(=O)c1cc(Br)ccc1Cl	-0.6	2	-1	7	-2	5	0.5	-1.8	i	-6
O=C(c1cccs1)N1CCc2c([nH]c3ccccc23)C1c1ccccn1 (configuration not stated)	2.2	-8	2	4	1	-2	-0.7	-1.0	i	-2
C=CCn1c(O)c(C=Nc2ccc(Cc3ccncc3)cc2)c(=O)[nH]c1=S	-0.1	-8	2	9	1	4	1.0	7.4	+	-2
O=C1SCCc2c1n(Cc1ccccc1)c1ccccc21	-1.4	0	-4	0	-2	-3	2.1	1.5	i	-15
Cc1nnsc1C(=O)N/N=C/c1ccccc1Cl	0.0	4	0	0	4	2	-0.3	-1.9	i	-5
Cc1cc(C)c(NC(=O)CSc2nc(=O)n3cc(C)ccc3n2)c(C)c1	-0.2	-7	-5	4	-2	0	-0.3	-0.2	i	7
Cc1ccc(NC(=O)/C=C/c2ccco2)cc1S(=O)(=O)N1CCCCCC1	-0.1	-4	20	5	-5	2	1.0	4.3	i	-7
NS(=O)(=O)c1cccc(NC(=O)COC(=O)c2cc([N+](=O)[O-])ccc2N2CCCC2)c1	0.1	-28	0	1	-1	-2	1.4	2.2	i	-15
O=C(CSc1nnc2n1CCCCC2)Nc1ccc(N2CCOCC2)cc1	-0.7	7	-1	-10	-1	0	0.1	-0.8	i	-12

(further entries)
SMILES	TbMetRS inhib	SUMO1-SIM PPI	CSN deneddyl inh	NadD block	DNMT1 inh	STEP inh	MsrA inhibitor	LMPTP inh	Rpn11 block	Scp-1 inhibitor
CCOC(=O)C1=C(C)NC(C)=C(C(=O)OCC)C1C(=O)OCC(=O)NC1CCCCC1	-0.3	1	-4	0	1	-1	2.6	0.5	i	-4
CCCOc1ccc(C2=CSC3=NCCN23)cc1	-0.7	-3	-1	4	2	0	0.1	-0.9	i	-2
CC1=C(C(=O)N(C)C)CC(CC(=O)NCc2cccc3ccccc23)C(=O)N1Cc1ccc(C(C)(C)C)cc1 (configuration not stated)	-0.8	-1	-5	-11	-16	-3	-1.1	0.8	i	x
O=C(COC(=O)c1cc(=O)[nH]c2ccccc12)NCc1ccccc1	-0.3	-14	2	-3	6	-4	0.6	-1.7	i	-5
Cc1ccn(-c2cccc(-n3ccc(C)n3)n2)n1	-0.2	6	-4	-4	-3	0	-1.2	-1.1	i	-2
N#C/C(=C\c1ccc(O)cc1)C(=O)NCc1ccccc1	-1.4	-25	3	-11	2	0	2.7	-1.1	i	-2
Cc1cccc(N2C(=O)CS/C2=N\NC(=O)c2ccc(Br)cc2)c1C	0.3	5	0	1	2	0	1.1	-0.6	i	-6
Cc1c(Cl)cccc1NC(=O)CCC(=O)NNC(=O)c1ccccc1	-0.7	-4	-12	-1	2	-4	0.4	-1.3	i	-1
CCN1C(=O)/C(=C/c2cccs2)SC1=Nc1ccc(OC)cc1	-0.2	-9	1	-3	-3	4	0.1	2.8	i	-8
N#Cc1ccc(OCC(=O)N2CCc3ccccc32)cc1	0.0	1	-2	-4	0	-2	0.5	-0.7	i	-3
CCN(CC)C(=O)C(=O)Nc1ccc(OC)c(Cl)c1	0.4	-3	-17	5	0	-1	1.4	-0.6	i	-3
O=C(NCc1ccccc1Cl)C1CCC(CNc2c(N3CCCCC3)c(=O)c2=O)CC1 (configuration not stated)	-1.3	7	-2	4	2	2	-0.4	-0.4	i	12
Cc1cccc(C)c1NC(=O)C1(C)CCC(=O)N1CCCn1ccnc1 (configuration not stated)	-0.2	4	-1	-6	2	0	-0.6	-1.5	i	x
O=S(=O)(NCC1CCCO1)c1cnc(Cl)c(Br)c1 (configuration not stated)	0.2	3	-2	-1	0	0	-0.8	-1.1	i	-12
CC(OC(=O)CC1CCCC1)C(=O)Nc1ccc(Cl)cn1 (configuration not stated)	-0.4	3	1	-3	-1	-1	0.1	0.6	i	0
Cc1csc(NC(=O)C2CCN(S(=O)(=O)c3cccs3)CC2)n1	-0.4	-2	1	-2	-2	-4	-0.2	-1.2	i	3
Cc1ccc(N2C(=O)NC(NC(=O)C3CC3)(C(F)(F)F)C2=O)cc1 (configuration not stated)	-0.4	-1	6	-7	1	-6	0.4	-1.5	i	-7
COc1ccc(C(=O)Nc2cc(C)on2)cc1S(=O)(=O)N1CC(c2ccccc2)CC1=O (configuration not stated)	-1.3	5	-11	-3	2	-1	0.1	-1.7	i	-5
CN(C(=O)COC(=O)c1c2c(nc3ccccc13)/C(=C/c1cccc([N+](=O)[O-])c1)CCC2)C1CCS(=O)(=O)C1 (configuration not stated)	0.2	-7	1	6	-14	-1	0.9	2.5	i	-6
CS(=O)(=O)c1ccc(Cl)c(NC(=O)COC(=O)CNC(=O)c2cccs2)c1	-0.4	0	2	-1	-2	0	-1.4	0.1	i	-3
COc1ccc(N/C=C(\C#N)c2ccc(OCCCF)cc2)cc1	0.5	-2	-2	-2	-11	6	0.2	2.6	i	-3
COc1ccc(C2CC(c3ccc(Cl)c(Cl)c3)Nc3nc(N)nn32)cc1 (configuration not stated)	0.3	-5	0	8	0	2	0.2	-0.4	i	3
CCS(=O)(=O)N1CCN(C(=O)c2ccccc2[N+](=O)[O-])CC1	0.2	-7	1	1	1	-5	-1.2	-1.2	i	-1
Cc1ccc(S(=O)(=O)n2cnc3ccccc32)c(C)c1	-0.2	0	5	-3	0	0	0.3	-0.3	i	3
CCOc1ccc2nc(NC(=O)/C=C/c3ccc4c(c3)OCO4)sc2c1	0.9	-3	-7	10	47	2	0.5	2.3	i	-3

(more compounds)
SMILES	TbMetRS inhib	SUMO1-SIM PPI	CSN deneddyl inh	NadD block	DNMT1 inh	STEP inh	MsrA inhibitor	LMPTP inh	Rpn11 block	Scp-1 inhibitor
CCOC(=O)N(Cc1ccccc1)Cc1ccc(C(=O)N[C@@H](Cc2ccccc2)C(=O)O)cc1	-0.9	3	-2	-6	0	-1	0.3	-0.3	i	-7
O=[N+]([O-])c1cccc2c(N3CCOCC3)ccnc12	1.0	-11	-6	-9	2	0	1.1	-1.0	i	-5
CSc1ncccc1C(=O)N1CCN(C(=O)c2ccccc2)CC1	0.0	0	-1	-3	5	-1	-0.8	-2.2	i	-10
CCc1nc(SCC(=O)Nc2cccc(C(F)(F)F)c2)c2c(=O)n(C)c(=O)n(C)c2n1	-0.6	4	-1	3	5	4	0.3	-0.1	i	-17
O=C(OCC1COC(c2ccccc2)(c2ccccc2)O1)c1ccccc1 (configuration not stated)	0.4	2	-5	-4	10	2	-0.6	2.1	i	-13
CC(C)CCN(C(=O)Nc1ccccc1)C(C)c1cccs1 (configuration not stated)	-0.5	6	3	-9	-3	-2	-0.5	-0.6	i	-3
O=C1C2C3CC(C2C(=O)N1c1cccc(Cl)c1)[C@H](O)C3O (some centres not stated)	-0.7	-4	1	-3	7	-3	-2.0	-0.8	i	-11
COc1ccc(C(=O)NCCCCCC(=O)N/N=C/c2ccco2)cc1OC	-0.3	-5	-17	-5	-2	-1	-0.8	0.8	i	-2

Record cards (already shown).
Results for O=[N+]([O-])c1cccc2c(N3CCOCC3)ccnc12 = TbMetRS inhib = 1.0; SUMO1-SIM PPI = -11; CSN deneddyl inh = -6; NadD block = -9; DNMT1 inh = 2; STEP inh = 0; MsrA inhibitor = 1.1; LMPTP inh = -1.0; Rpn11 block = i; Scp-1 inhibitor = -5
Results for CC(C)CCN(C(=O)Nc1ccccc1)C(C)c1cccs1 (configuration not stated) = TbMetRS inhib = -0.5; SUMO1-SIM PPI = 6; CSN deneddyl inh = 3; NadD block = -9; DNMT1 inh = -3; STEP inh = -2; MsrA inhibitor = -0.5; LMPTP inh = -0.6; Rpn11 block = i; Scp-1 inhibitor = -3

Rows are unselected; 3.9% or so of the library scored in one or more.
